Compound activity (PubChem)
NTR1 ag: NTR1-driven beta-arrestin-GFP spot formation – imaging, U2OS cells, high content, primary screen (AID 493036) | P30989 | agonist mode | activation, % at 20 µM | 330,000 compounds, 0.17% hits;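 active = activation at or above 40% of the spot to cytoplasm intensity ratio, with at least 20 cells analyzed; inconclusive = wells under 20 cells, flagged as cytotoxic or low count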;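 also: 0% = DMSO without peptide and 100% = 100 nM NTR1 peptide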
Target sequence (P30989 whole entry, looked up): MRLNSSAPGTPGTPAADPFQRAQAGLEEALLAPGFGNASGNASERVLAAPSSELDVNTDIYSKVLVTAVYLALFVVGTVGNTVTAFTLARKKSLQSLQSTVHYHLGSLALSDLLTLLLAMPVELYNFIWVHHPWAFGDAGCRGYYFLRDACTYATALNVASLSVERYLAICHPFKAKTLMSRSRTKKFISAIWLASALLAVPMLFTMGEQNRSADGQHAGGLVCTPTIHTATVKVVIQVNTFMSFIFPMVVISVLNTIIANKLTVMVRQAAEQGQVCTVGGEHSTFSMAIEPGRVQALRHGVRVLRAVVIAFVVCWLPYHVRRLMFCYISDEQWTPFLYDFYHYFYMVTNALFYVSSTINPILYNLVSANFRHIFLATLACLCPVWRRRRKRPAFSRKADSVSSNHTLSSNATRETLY
Salmonella PhoP GFP: inhibitors of PhoP regulon expression, primary screen, Salmonella Typhimurium, GFP reporter (AID 1863); S. Typhimurium PhoP-regulated promoter GFP reporter, 4 h; higher % means a stronger effect; one-dose inhibition, % at 50 µM; IC50 in µM for titrated hits; 300,000 compounds, 0.16% hits;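 active = inhibition over 29.93%, a cutoff 3 SD above the screen mean, later confirmed by dose response; inconclusive = inhibition over 29.93% but no dose response follow-up; inactive = inhibition at most 29.93% or unconfirmed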;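 also: 0% = low Mg2+ inducing control and 100% = high Mg2+ repressing control; strong numbers were not always called active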
RSV antiviral HEp-2: inhibition of RSV-induced cytopathic effect – HEp-2 cells, primary 10 µM value included (AID 2391); HEp-2 cells, RSV-induced CPE inhibition; higher % means a stronger effect; one-dose CPE inhibition, % at 10 µM; IC50 in µM for titrated hits; 310,000 compounds, 0.13% hits; in the data active = a potency from the dose series; inconclusive = CPE inhibition mostly from about 23% at the one dose, without a potency; inactive = the rest, 99 in 100 with CPE inhibition below about 21%; also: strong numbers were not always called active
T cell HTS: T cell immune modulators affecting CD8 T cell-vesicle binding; 2C CD8+ T cell-vesicle binding, flow cytometry; hits give low values; calls only at 7 µM; 330,000 compounds, 0.068% hits; AID 2052;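 active = response, share of CD8 T cells binding vesicles, and their 90th percentile fluorescence all below set limits, cut at about 80% in these data, passing the limit was not always enough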
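Material: 2C TCR transgenic mouse naive CD8+ T cells, MACS-purified. Also added: QL9-charged Drosophila Ld/ICAM-1/B7-1 vesicles. Timing: binding 1.5 h at 37 °C. Measured by: high-throughput flow cytometry with anti-B7-1 and anti-CD8 staining. Read-out: percent CD8+ FL2 mean versus row control. Controls: Unloaded micro-vesicles (low), QL9 vesicles with 0.7% DMSO (high).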
MgcRacGAP inhibition: MgcRacGAP GTPase-activating activity inhibitors, confirmation, biochemical, ADP Hunter fluorescence; MgcRacGAP-stimulated Rac1 GTP hydrolysis, ADP Hunter fluorescence; higher % means a stronger effect; GST-tagged Rac1 F28L mutant substrate; inhibition, % at 30 µM, or IC50 in µM where a hit was titrated; 340,000 compounds, 0.6% hits; AID 624330;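 active = first-screen hits whose inhibition reached a set limit at any dose in the follow-up dose series; inconclusive = inhibition above the set first-screen limit but never retested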;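 also: fluorescence reports GDP produced by GAP-driven GTP hydrolysis; strong numbers were not always called active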
UTI89 phage lysis: protection from phage-mediated lysis, alamar blue read-out – E. coli UTI89, K1F phage, bacterial capsule biogenesis inhibitors (AID 488966); E. coli UTI89 K1F phage lysis, alamar blue, 2 h; higher % means a stronger effect; inhibition, % at 100 µM, or IC50 in µM where a hit was titrated; 340,000 compounds, 0.02% hits;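 active = phage lysis inhibition, versus mean bacterial control, above a set limit; inconclusive = no clear call, values can overlap the other calls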;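 also: capsule biogenesis inhibitors block K1F phage lysis so surviving cells raise fluorescence; higher fluorescence means more inhibition of phage lysis; actives were called in the ten point dose series up to 300 µM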
Myeloid diff MLP: compounds promoting myeloid differentiation; ER-HoxA9 myeloid progenitors, lysozyme-GFP differentiation, flow cytometry; 360,000 compounds, 1% hits; AID 624256; calls only at 10 µM;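 active = normalized GFP-positive differentiation at or above the plate's own cutoff, the solvent-only control mean plus 3 SD; inconclusive = no clear call, values can overlap the other calls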;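 also: cells exposed to compound for four days before flow analysis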
Large T inhibition: TAg ATPase/helicase activity blockers – biochemical (AID 1903). 310,000 compounds, 0.39% hits. SV40 large T antigen ATPase/helicase inhibition assay; higher % means a stronger effect. inhibition, % at 20 µM, or IC50 in µM where a hit was titrated; in the data active = a potency from the dose series; inconclusive = inhibition mostly from about 32% at the one dose, without a potency; inactive = the rest, 99 in 100 with inhibition below about 32%; also: strong numbers were not always called active
TNAP activators: human TNAP enzyme activators, primary screen, biochemical, luminescent, no phosphate acceptor, uHTS (AID 1001). 200,000 compounds, 0.03% hits. purified TNAP, luminescent activation assay, no phosphate acceptor; higher activation fold means a stronger effect. activation fold at 20 µM; hits with a dose series show EC50 in µM; in the data active = activation fold from about 3, or a potency from the dose series; inactive = the rest, 99 in 100 with activation fold below about 1.6; also: many of its hits are not listed in these tables
T cell HTS vesicle-bound %: recorded beside T cell HTS, whose call it bears; double positive events, %; measured here: CD8+ vesicle-bound cell fraction;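 binding gate set so that unloaded-vesicle control wells show 10% double positive cells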
NTR1 ag cell count 20 µM: further read-out of NTR1 ag, marked with its call; cell count; measured here: cell count, cytotoxicity flag
Myeloid diff MLP GFP+ MAC1+ %: also measured in Myeloid diff MLP; calls as there; GFP+ MAC1+ double positive, %; measured here: differentiation confirmed by MAC1 staining
Active calls of the source: *; i = inactive; ? = inconclusive; · = not tested or not shown; [ ] = dose if it differs, or a comment. The order is random; 2.3% or so of the library scored in one or more.

Value order: NTR1 ag | NTR1 ag cell count 20 µM | Salmonella PhoP GFP | RSV antiviral HEp-2 | T cell HTS | T cell HTS vesicle-bound % | MgcRacGAP inhibition | UTI89 phage lysis | Myeloid diff MLP | Myeloid diff MLP GFP+ MAC1+ % | Large T inhibition | TNAP activators
1: CCCC(C(=O)NCc1ccco1)N(C(=O)CNS(=O)(=O)c1ccc(Cl)cc1)C1CCCC1 (stereo not given)
→ 1.2 | 66 | 3% | -0.8% | i | 38 | 1% | 0.0% | i | 0.9 | 1% | 1
2: C/C=C(\C)C(=O)N1CC2(CC(c3cccc(NC(=O)CCCCC)c3)=NO2)C[C@@H]1C(N)=O (stereo not given in full)
→ 0.6 | 86 | -6% | 3.6% | i | 50 | 11% | 1.9% | i | 2.2 | 3% | ·
3: CCC(C)NC(=O)c1ccc(C2SCC(=O)N2Cc2ccccc2)cc1 (stereo not given)
→ 0.2 | 33 | 6% | 0.1% | i | 55 | 5% | -2.3% | i | 0.5 | -1% | 1
4: c1cncc(-c2nc(-c3ccco3)cs2)c1
→ -0.5 | 42 | 6% | 4.7% | i | 24 | 8% | 0.2% | i | 1.6 | 16% | 1.1
5: COCCN(C(=O)CSc1nc2nc(C)cc(C)n2n1)c1c(N)n(Cc2ccccc2)c(=O)[nH]c1=O
→ 0.7 | 30 | 6% | 0.1% | i | 55 | -14% | -0.6% | i | 0.4 | 7% | 1.1
6: Cc1c(C(=O)N2CCOCC2)sc(NC(=O)C(C)C)c1C#N
→ -0.1 | 69 | 1% | 1.0% | i | 26 | -3% | 0.7% | i | 1.9 | 5% | ·
7: O=C(Cn1nnc(-c2ccccc2)n1)c1ccccc1
→ 0.0 | 35 | 1% | 2.9% | i | 25 | 3% | -0.2% | i | 0.5 | 8% | 1.1
8: COc1ccc(CN(C)C(=O)C2CSC3(C)CCC(=O)N23)cc1OC (stereo not given)
→ -1.4 | 48 | · | 1.5% | i | 13 | 3% | 0.7%[50 µM] | i | 0.7 | · | ·
9: Cc1cnc(C(=O)OCC(=O)Nc2ccc(C)c(S(=O)(=O)N3CCCCC3)c2)cn1
→ -1.4 | 63 | 1% | 4.0% | i | 47 | 11% | 0.0% | i | 0.3 | 4% | 1.1
10: COC(=O)c1c(C)oc2c1cc(NS(=O)(=O)c1ccc(C(=O)O)cc1)c1ccccc12
→ -0.8 | 74 | · | 0.0% | i | 28 | 28% | -3.3% | i | 2.6 | · | ·
11: CCC(C)[C@H](N)c1nnc(SCc2cccc(F)c2)o1 (stereo not given in full)
→ -1.5 | 41 | 2% | -0.9% | i | 8 | 8% | 3.0% | i | 7.6 | -1% | 1.2
12: O=C(Nc1ccccc1OC(F)F)c1ccc(-n2cncn2)c([N+](=O)[O-])c1
→ 0.7 | 63 | -5% | 5.7% | i | 38 | 4% | 1.3%[50 µM] | i | 0.9 | 7% | ·
13: COc1cc2c(cc1OC)C(c1cc3cc4c(cc3[nH]c1=O)OCO4)N(C(=O)C(C)C)CC2 (stereo not given)
→ 0.6 | 65 | 3% | 0.9% | i | 21 | 0% | -0.1% | i | 4.9 | 14% | 1.1
14: COc1cc(C)ccc1OCc1cc(C(=O)N2CCCCCC2)no1
→ 0.8 | 58 | · | · | · | · | -36% | -0.3% | i | 1.6 | · | ·
15: O=C(CN1CCN(S(=O)(=O)c2ccc(Br)cc2)CC1)Nc1ccc(F)cc1
→ 3.1 | 65 | 1% | 1.8% | i | 56 | 4% | -0.2% | i | 0.9 | 10% | 1
16: O=C(NCC(c1ccco1)N1CCc2ccccc21)C(=O)Nc1ccccc1F (stereo not given)
→ 3.0 | 61 | -6% | 4.3% | i | 58 | 5% | 0.9%[50 µM] | i | 1.1 | 6% | ·
17: COc1cc(C(=O)COC(=O)C2CC2(Cl)Cl)cc(OC)c1OC (stereo not given)
→ -0.5 | 51 | · | · | i | 21 | -2% | -0.9% | i | 1.0 | · | ·
18: CCCCOC(=O)Nc1nnc(Cc2ccc(Cl)cc2)s1
→ 0.8 | 42 | 3% | 0.4% | i | 25 | 4% | 0.5% | i | 0.5 | 7% | 1.2
19: CC(OC(=O)c1cccs1)C(=O)NCc1cccs1 (stereo not given)
→ -1.2 | 90 | 12% | 1.7% | i | 54 | 4% | 1.5% | i | 0.9 | 7% | 1.1
20: CCn1nnnc1SCCSc1nnnn1CC
→ 0.1 | 55 | -5% | 0.1% | i | 53 | 2% | 2.3% | i | 3.1 | 10% | 1.1
21: COc1ccccc1CNC(=O)CSc1nc2nc(C)cc(C)n2n1
→ -0.2 | 55 | 6% | -0.9% | i | 49 | -10% | 4.2% | i | 6.3 | 10% | 1.1
22: Cc1nn(Cc2ccccc2)c(C)c1NC(=O)Cn1nc([N+](=O)[O-])c(Cl)c1C
→ -0.4 | 48 | 4% | 1.5% | i | 12 | 3% | 0.6% | i | 1.4 | -2% | 1.1
23: CN1C(=O)C(CC(=O)NCCc2ccccc2)N(NC(=O)c2cccc(F)c2)C1=S (stereo not given)
→ -2.1 | 50 | 5% | 1.4% | i | 27 | 0% | 1.0% | i | 2.0 | 3% | ·
24: CCC(c1nnc(SCC(=O)Nc2cc(S(C)(=O)=O)ccc2Cl)n1Cc1ccccc1)N(C)C (stereo not given)
→ 0.8 | 66 | 2% | 2.9% | i | 28 | 3% | 0.0% | i | 5.8 | 15% | ·
25: Cc1ccc(F)c([C@H]2[C@@H]3C=CCC[C@@]3(C)C(=O)N2Cc2ccccc2)c1
→ 3.1 | 100 | 0% | 2.9% | i | 53 | 5% | -0.1% | i | 1.4 | 18% | ·
26: N#CCc1ccc(OC(=O)c2ccncc2)cc1
→ -0.8 | 50 | · | 1.8% | i | 16 | -4% | -0.9% | i | 0.5 | 32% | ·
27: COc1ccc(S(=O)(=O)n2ccnc2C)c(C)c1C
→ 0.9 | 56 | -6% | 0.7% | i | 58 | -10% | -0.8% | i | 0.9 | 4% | ·
28: COc1ccc(N2CCN(C(=O)COC(=O)Cc3ccc(F)cc3)CC2)cc1
→ 1.1 | 67 | -7% | 1.7% | i | 17 | 18% | 1.1%[50 µM] | i | 0.6 | 11% | ·
29: CCOC(=O)N1CCC(NC(=O)c2oc3c(C)c(C)ccc3c2C)CC1
→ 2.3 | 67 | -2% | ? | i | 39 | 11% | 1.1%[50 µM] | i | 3.7 | 7% | ·
30: O=C(NCCN1CCCC1)c1ccc2c(c1)N(Cc1ccccc1)C(=O)c1ccccc1S2(=O)=O
→ -0.1 | 55 | 0% | 0.7% | i | 8 | 13% | 0.1% | i | 1.5 | 2% | ·
31: CC(C)C(c1nnnn1Cc1ccccc1)N1CCC(C(N)=O)CC1 (stereo not given)
→ -0.5 | 67 | -8% | 2.7% | i | 48 | 8% | 0.5% | i | 0.8 | 4% | 1.1
32: COc1ccc(-c2cc(C#N)nc(NN)n2)cc1
→ 1.1 | 50 | -9% | · | i | 6 | -6% | -0.1% | i | 0.3 | 9% | ·
33: CN(c1ccc(OCC(=O)Nc2cc(Cl)ccc2C(=O)O)cc1)S(=O)(=O)c1ccc(F)cc1
→ -0.4 | 53 | · | · | i | 34 | 9% | -1.4%[50 µM] | i | 0.6 | · | ·
34: Cc1cc(C)c2nc(-c3ccccn3)cc(C(=O)Nn3cnnc3)c2c1
→ 1.2 | 50 | -1% | 2.1% | i | 30 | 10% | 0.0% | i | 0.5 | 6% | 1
35: CCOC(=O)C(=O)NC(C)c1ccccc1 (stereo not given)
→ 0.8 | 41 | 4% | 0.9% | · | · | 5% | -0.1% | i | 0.0 | 1% | 1
36: CN1CCN(c2nc3c(c(=O)[nH]c(=O)n3C)n2CCCSc2ncccn2)CC1
→ -1.1 | 72 | -25% | -0.4% | i | 31 | 7% | 0.2% | i | 0.2 | -1% | 1.1
37: N=c1n(CCCOc2ccccc2Cl)c2ccccc2n1CC(N)=O
→ 2.2 | 62 | 2% | -0.9% | i | 20 | 12% | 1.4%[50 µM] | i | 0.7 | 9% | ·
38: Cc1cc(C(C)(C)C)oc1C(=O)N1CCN(C(=O)c2oc(C(C)(C)C)cc2C)CC1
→ · | · | 3% | · | · | · | 1% | 6.6% | i | 5.4 | 6% | 1
39: COc1ccc(C2c3[nH]c4ccccc4c3CCN2C(=O)c2ccc(=O)n(C)n2)c(F)c1 (stereo not given)
→ 2.6 | 90 | -6% | 2.5% | i | 24 | -1% | 0.1% | i | 0.3 | ? | 1.1
40: O=C(Nc1nnc(S(=O)(=O)N2CCCCCC2)s1)c1ccc(Cl)cc1
→ 4.8 | 58 | 3% | 20% | i | 9 | -1% | -2.3% | ? | · | 8% | ·
41: Cc1ccc2c(CC(=O)OC(C)C(=O)NCc3ccc4c(c3)OCO4)coc2c1 (stereo not given)
→ 0.8 | 71 | 7% | 4.6% | i | 38 | 9% | 0.0% | i | 1.1 | 6% | 1.1
42: Cc1cc(Nc2ccccc2N2CCOCC2)n2ncnc2n1
→ -0.1 | 82 | 3% | -1.3% | i | 51 | 7% | 0.0% | i | 4.1 | 4% | 1
43: CC1(C)Oc2ccc(C(=O)N3CCCCC3)cc2N(CC(=O)NCc2ccccc2)C1=O
→ -5.8 | 82 | 5% | 1.6% | i | 14 | 9% | -1.2% | i | 0.1 | 9% | 1
44: CC(=O)c1cccc(N2C(=NC(=O)C(C)C)SC3CS(=O)(=O)CC32)c1 (stereo not given)
→ -1.0 | 80 | -7% | 1.2% | i | 35 | 4% | 0.2% | i | 0.3 | 31% | 1.1
45: COc1cccc(C2C(C(=O)c3cc4ccccc4o3)=C(O)C(=O)N2CCN(C)C)c1OC (stereo not given)
→ 0.1 | 62 | · | 3.2% | i | 25 | -13% | 0.0% | i | 0.9 | · | ·
